L3MBTL1 block: L3MBTL1 (human) inhibition | 0.66% of 230,000 active | Q9Y468 | Potency, µM (doses to about 57.1 µM), for the others: top-dose activity, negative = inhibition, usual class: inhibitors | AlphaScreen L3MBTL1–H3K9me1 peptide binding; active = well fitted inhibition curve with a large enough effect; inconclusive = small, poorly fitted or top-dose-only effect; inactive = no such curve, though single readings can be large or run the other way; also: nearly all actives have a fitted effect of over 60% in size
Target sequence (Q9Y468 whole entry, looked up): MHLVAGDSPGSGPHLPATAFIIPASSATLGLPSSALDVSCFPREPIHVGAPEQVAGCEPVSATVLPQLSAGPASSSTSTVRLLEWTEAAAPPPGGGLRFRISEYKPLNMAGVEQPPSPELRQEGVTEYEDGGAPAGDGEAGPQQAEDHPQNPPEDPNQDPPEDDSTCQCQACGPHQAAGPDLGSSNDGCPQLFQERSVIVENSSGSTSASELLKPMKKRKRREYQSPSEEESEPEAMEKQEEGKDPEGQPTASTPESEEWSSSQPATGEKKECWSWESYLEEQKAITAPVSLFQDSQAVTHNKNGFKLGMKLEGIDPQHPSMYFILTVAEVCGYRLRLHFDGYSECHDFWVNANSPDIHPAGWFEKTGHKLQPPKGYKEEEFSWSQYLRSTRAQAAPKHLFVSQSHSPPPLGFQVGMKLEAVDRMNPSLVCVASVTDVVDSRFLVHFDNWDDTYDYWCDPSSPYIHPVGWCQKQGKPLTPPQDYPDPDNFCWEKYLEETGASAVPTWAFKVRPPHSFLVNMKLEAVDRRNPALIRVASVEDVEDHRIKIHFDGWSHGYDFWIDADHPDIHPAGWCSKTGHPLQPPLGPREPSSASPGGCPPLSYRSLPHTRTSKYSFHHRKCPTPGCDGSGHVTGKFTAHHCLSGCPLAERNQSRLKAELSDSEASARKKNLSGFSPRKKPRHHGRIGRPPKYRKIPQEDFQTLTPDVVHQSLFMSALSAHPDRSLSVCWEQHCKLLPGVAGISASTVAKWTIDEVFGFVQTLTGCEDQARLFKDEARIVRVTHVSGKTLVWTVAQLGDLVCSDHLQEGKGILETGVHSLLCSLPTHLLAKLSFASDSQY
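Read-out is AlphaScreen signal from streptavidin donor and nickel chelate acceptor beads (10 ug/mL final each) bridging L3MBTL1 (50 nM) and biotinylated K9-monomethylated H3(1-15) peptide (75 nM), after 30 min compound exposure at room temperature.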
The depositor's hits bear a star; ? = inconclusive; [ ] = dose if it differs, or a comment. % is scaled to controls: 0 for no effect and ±100 for the full control effect; potency is read from the fitted curve at half-maximal effect. Not all compounds are listed; the hit share may differ from the screen's.

| Compound | L3MBTL1 block |
| --- | --- |
| OCC1(Cc2ccc(F)cc2F)CCCN(CCCc2ccccc2)C1 (stereo not drawn) | 1% |
| CC(=O)N1CCN(C(=O)COC(=O)/C=C/c2ccc(C(F)(F)F)cc2)CC1 | -7% |
| O=C(NCCS(=O)(=O)N1CCN(c2ccccc2F)CC1)c1cccs1 | 6% |
| O=C(COC(=O)c1ccccc1OCc1ccccc1Cl)NC1CCS(=O)(=O)C1 (stereo not drawn) | 2% |
| COc1ccc(OC)c(/C=C/C(=O)OCC(=O)Nc2nnc(-c3ccccc3)o2)c1 | -7% |
| COc1ccc(-c2c(-c3cc(OC)cc(OC)c3)n(C)c3ccc(-c4cc(F)cc(OC)c4)cc23)cc1 | -2% |
| O=C(COC(=O)/C=C/c1ccc(OC(F)F)cc1)NC(=O)NCc1ccccc1 | 0% |
| O=C(CCC(=O)N1CCN(c2ccc(C(F)(F)F)cn2)CC1)c1cccs1 | 7% |
| O=C(Nc1ccc([N+](=O)[O-])cc1)N1CCc2ccccc2C1 | 1% |
| Cc1ncc([N+](=O)[O-])n1CC(=O)Nc1ccccc1F | 4% |
| COc1cccc(-c2ncc3ccccc3c2COC(=O)c2ccc(C(C)(C)C)cc2)c1 | -1% |
| COc1cc2nc(CC(C)C)n(NC(=O)c3ccccc3Br)c(=O)c2cc1OC | 2% |
| COc1cc(C(=O)N2CCN(C3CCCCC3)CC2)cc(OC)c1OC | 15% |
| Cc1sc2ncnc(N3CCC(C(=O)Nc4ccc(Br)cc4Br)CC3)c2c1C | 3% |
| CC(C)c1ccc(OCC(O)CN2CCN(c3ccccn3)CC2)cc1 (stereo not drawn) | 1% |
| O=C(O)C1=CC[C@@H](c2ccc(Cl)cc2)N(S(=O)(=O)c2ccc(Cl)cc2)[C@H]1c1ccc(Br)cc1 | -5% |
| COc1ccc(NS(=O)(=O)c2c(C)n(C)c(=O)n(C)c2=O)cc1 | -1% |
| CCOc1ccc(C(=O)NCC(=O)NCC(c2ccco2)N2CCCCC2)cc1 (stereo not drawn) | 2% |
| CCOCC(=O)NCc1ccc2c(c1)cc(C)n2C | -4% |
| COc1ccccc1-c1nnc(SCC(=O)Nc2ccc(N3CCOCC3)cc2)n1N | -3% |
| CN1CCN(c2ccc(Cl)cc2NC(=O)c2cc(=O)[nH]c3ccccc23)CC1 | 0% |
| COc1ccc([C@@H]2CC=C(C(=O)O)[C@H](c3ccc(C)cc3)N2S(=O)(=O)c2ccc(C)cc2)cc1OC | 5% |
| COc1ccc(-c2sc3ccc(N4CCOCC4)cc3c2C#Cc2ccsc2)cc1 | 22% |
| O=C(COC(=O)c1ccc2ccccc2n1)Nc1ccccc1F | 2% |
| Cc1ccc(N2CC(NS(=O)(=O)c3cccnc3)CC2=O)cc1C (stereo not drawn) | -6% |

Exported field by field: part of the list above.
canonical_smiles: O=C(O)C1=CC[C@@H](c2ccc(Cl)cc2)N(S(=O)(=O)c2ccc(Cl)cc2)[C@H]1c1ccc(Br)cc1
- L3MBTL1 block = -5%
canonical_smiles: COc1ccc(NS(=O)(=O)c2c(C)n(C)c(=O)n(C)c2=O)cc1
- L3MBTL1 block = -1%
canonical_smiles: CCOc1ccc(C(=O)NCC(=O)NCC(c2ccco2)N2CCCCC2)cc1 (stereo not drawn)
- L3MBTL1 block = 2%

The results go on:
| Compound | L3MBTL1 block |
| --- | --- |
| COc1ccc(NC(=O)CCN2C(=O)c3ccccc3C2=O)cc1 | 2%[2.29 µM] |
| O[C@@H]1[C@@H](O)C=C2CCN3Cc4cc5c(cc4[C@H]1C23)OCO5 (stereo partly drawn) | 3% |
| O=C(CCNC(=O)c1ccccc1Cl)NN=Cc1ccco1 | 0% |
| O=[N+]([O-])c1ccccc1S(=O)(=O)N1CCCC(C(F)(F)F)C1 (stereo not drawn) | 11% |
| COc1ccc(NC(=O)COc2cccc3c2OC(C)(C)C3)c(OC)c1 | -10% |
| Cc1cc(NC(=O)CSc2nnc(-c3ccccc3F)n2N)no1 | -7% |
| COc1ccc2c(-c3ccc(SC)cc3)c(-c3ccc(S(C)(=O)=O)cc3)sc2c1 | 16% |
| O=C(CCc1nc2ccccc2c(=O)[nH]1)N1CCN(S(=O)(=O)c2cccc([N+](=O)[O-])c2)CC1 | -2% |
| COc1ccc(CN2CC(=O)N3[C@H]4c5cc(C)ccc5OC[C@@H]4[C@H](c4ccccc4)[C@]3(C)C2=O)cc1 | -6% |
| COc1cc(OC)c(C(=O)Nc2cccc3ccccc23)cc1OC | -1% |
| CCN(C[C@H]1N[C@@](C)(C(=O)OC)[C@H]2C(=O)N(C)C(=O)[C@@H]12)S(=O)(=O)c1ccc(F)cc1 | 1% |
| C[C@@H]1CN([C@@H](C)CO)C(=O)Cc2cc(NC(=O)Nc3ccc(C(F)(F)F)cc3)ccc2O[C@@H]1CN(C)S(=O)(=O)c1ccc(Cl)cc1 | -4% |
| COC(=O)c1c(-c2ccc(OC)cc2)sc2cc3c(cc12)OCO3 | 97%[activator] |
| O=C(COC(=O)c1ccco1)NCC1CCCCC1 | 8% |
| CCOc1ccc(Br)cc1S(=O)(=O)NC1=NCCCCC1 | 6% |
| COc1cc(/C=C/C(=O)OC(C)C(=O)Nc2c(C)n(C)n(-c3ccccc3)c2=O)ccc1O (stereo not drawn) | -4% |
| O=[N+]([O-])c1ccc(O)c(/C=N/n2c(-c3ccccc3)n[nH]c2=S)c1 | 1%[2.29 µM] |
| CC(=O)c1ccc(NC(=O)c2cc(CC(C)C)nc3ccccc23)cc1 | -4% |
| Cc1ccc(C)c(OCCC(=O)Nc2ccccc2C(=O)NC2CC2)c1 | 6% |
| O=C1C=C(c2ccccc2)C[C@@H](c2ccc(Cl)cc2)C1 | 23% |
| CC1Cc2ccccc2N1C(=O)COC(=O)/C=C/c1cccc(F)c1 (stereo not drawn) | 12% |
| Cc1sc2nc(CSCC(=O)NC3(C#N)CCCCC3)[nH]c(=O)c2c1C | -6% |
| CC(C)N1CCN(C(=O)c2cccc(Cl)c2)CC1 | 12% |
| CCCCn1c(N)c(N(CC(C)C)C(=O)c2ccc(OCc3c(C)noc3C)cc2)c(=O)[nH]c1=O | -1% |
| Cc1ccc([C@@H]2CC=C(C(=O)O)[C@H](c3ccc(Br)cc3)N2S(=O)(=O)c2ccccc2C)cc1 | -12% |
| COCCCNC(=O)CN1C(=O)c2cccc3cccc1c23 | 3% |
| O=C(COc1ccccc1[N+](=O)[O-])Nc1cccc(S(=O)(=O)N2CCCC2)c1 | -6% |
| CCN(CC(=O)NCc1cccs1)C(=O)c1ccc(NS(=O)(=O)c2ccc(C(C)=O)cc2)cc1 | 0% |
| C[C@H](CO)N1C[C@H](C)[C@H](CN(C)Cc2ccccc2)Oc2c(NC(=O)Nc3ccc(F)cc3)cccc2C1=O | 6% |
| Cc1cccc(C)c1N1C(=O)CC(N2CCN(S(=O)(=O)c3ccccc3F)CC2)C1=O (stereo not drawn) | -4% |
| C#CCOCCOCCOCCNc1nc(N2CCN(C(=O)[C@H](CCCN=C(N)N)n3cc(C(N)[C@H](C)CC)nn3)CC2)nc(N2CCN(C(=O)[C@H](CCCN=C(N)N)n3cc(C(N)[C@@H](C)CC)nn3)CC2)n1 (stereo partly drawn) | -1% |
| N[C@@H](Cc1ccc(O)cc1)C(=O)Nc1ccc2ccccc2c1 | 28% |
| CCCCCCCNC(=O)C1(CC2CC(c3ccc(Cl)cc3)=NO2)CCN(C(=O)c2cc(OCC)c(OCC)c(OCC)c2)CC1 (stereo not drawn) | -10% |
| O=c1[nH]c(/C=C/c2ccccc2)c([N+](=O)[O-])c(=O)[nH]1 | 3% |
| O=C(C[C@@H]1C/C=C/CC[C@@H](Cc2ccc(F)cc2)C(=O)O[C@H](c2ccccc2)CNC1=O)NCCO | 2% |
| COc1ccc2nc(NC(=O)c3ccccc3[N+](=O)[O-])sc2c1 | -27% |
| O=C(NC1CCCCC1)c1ccc(COc2ccccc2)o1 | -4% |
| COc1ccc([C@@H]2[C@@H]3C(=O)N(C(C)(C)C)C(=O)[C@@H]3[C@]3(Cc4ccc(Cl)cc4)C(=O)N(c4cccc(C)c4)C(=O)N23)cc1 | 0% |
| Cc1nn(-c2ccccc2)c(C)c1C(=O)OC(C)C(=O)NC1CCCCC1C (stereo not drawn) | 2% |
| COc1ccc(C(CNC(=O)c2ccc(S(=O)(=O)Nc3ccccc3C)cc2)N2CCOCC2)cc1 (stereo not drawn) | 2% |
| COc1ccccc1C(=O)NCC(=O)N1CCN(c2ncccn2)CC1 | 5% |
| Nc1nc2c(ncn2C2C[C@H](O)[C@@H](CO)O2)c(=O)[nH]1 (stereo partly drawn) | 6% |
| COc1cc(C(=O)N2CCN(c3ccccc3F)CC2)ccc1OCC(=O)N1CCOCC1 | 0% |
| O=C(O)c1ccc(NC(=O)c2ccccc2NC(=O)c2ccccc2Cl)cc1 | 5% |
| COc1ccc(C2CC(c3cccs3)=NN2C(=O)CSc2nc(=O)n3ccccc3n2)cc1 (stereo not drawn) | -16% |
| O=C(CCCN=C1NS(=O)(=O)c2ccccc21)OCC(=O)c1ccccc1Cl | -9% |
| CCN(CC(=O)Nc1c(F)cccc1F)C(=O)Cc1c[nH]c2ccccc12 | -3% |
| CCCCN(C(=O)c1oc2ccc(OCC)cc2c1C)c1c(N)n(CCCC)c(=O)[nH]c1=O | -3% |
| C=CCN1c2ccccc2C(=O)C(C)S1(=O)=O (stereo not drawn) | -6% |
| CCCN1CCC(=O)N(CCN=[N+]=[N-])CC1 | 2% |

Arranged by SMILES length (lowest first): part of the list above
| Compound | L3MBTL1 block |
| --- | --- |
| O=C(COC(=O)c1ccco1)NCC1CCCCC1 | 8% |
| CCOc1ccc(Br)cc1S(=O)(=O)NC1=NCCCCC1 | 6% |
| O=c1[nH]c(/C=C/c2ccccc2)c([N+](=O)[O-])c(=O)[nH]1 | 3% |

More entries.
| Compound | L3MBTL1 block |
| --- | --- |
| CCCCCNC(=O)Cc1ccc(S(=O)(=O)N2CCOCC2)s1 | 0% |
| CC1CCc2sc(C(=O)NCc3ccccn3)cc2C1 (stereo not drawn) | 6% |
| CC(=O)c1cc(C)ccc1OC(=O)c1ccncc1 | 12% |
| O=C(NCCC1CCCCN1S(=O)(=O)c1ccccc1)C(=O)NCc1ccccn1 (stereo not drawn) | -8% |
| Cc1ccc(S(=O)(=O)N2C[C@@H]3CCCC[C@@H]3[C@@H](C)[C@H]2c2cn(Cc3ccccc3)c3ncccc23)cc1 | -4% |
| CCCCOc1ccc(C(=O)N2CCNC(=O)C2CC(=O)OC(C)C)cc1 (stereo not drawn) | 0% |
| Nc1ncnc2c1ncn2[C@@H]1O[C@H](CNCc2cccc(C#Cc3ccccc3)c2)[C@@H](O)[C@H]1O | 3% |
| CC1CC(C)CN(S(=O)(=O)c2ccc(C(=O)N(C)Cc3ccccc3)cc2)C1 (stereo not drawn) | 6% |
| O=C(CCNC(=O)c1ccc(Cl)cc1)NCCC1=CCCCC1 | 2% |
| O=C(O)c1cc(S(=O)(=O)Nc2cccc(S(=O)(=O)N3CCCC3)c2)ccc1Cl | 4% |
| CCOC(=O)C1=C(COC(=O)/C=C/c2ccc(O)c(OC)c2)NC(=O)NC1C (stereo not drawn) | -5% |
| COc1cc(OC)c(CN2CCC(Cc3ccccc3)CC2)cc1Br | -5% |
| O=C(CCNC(=O)c1ccc(Br)cc1)NC1CCCc2ccccc21 (stereo not drawn) | 13% |
| CCc1ccc(S(=O)(=O)N2CCN(c3ccccc3OC)CC2)cc1 | -4%[2.29 µM] |
| CN(CC(=O)Nc1ccccc1Cl)CC(=O)Nc1cccc2ccccc12 | 0% |
| CCN(CC(=O)Nc1ccc(OC)cc1)C(=O)c1cc([N+](=O)[O-])ccc1N1CCOCC1 | 8% |
| CCC(C(=O)N1CCN(S(=O)(=O)c2ccc(F)cc2)CC1)c1ccccc1 (stereo not drawn) | -4% |
| CCN(CC)C(=O)c1[nH]cnc1C(=O)NCCCCCNC(=O)OC(C)(C)C | -1% |
| Cc1ccccc1Nc1ccc([N+](=O)[O-])cn1 | 6% |
| O=C(O)/C(=C\c1ccc(-c2ccccc2[N+](=O)[O-])o1)c1ccccc1 | -5% |
| O=C(Nc1ccc(Br)cn1)c1ccc2ccccc2c1 | -3%[2.29 µM] |
| CN(C)S(=O)(=O)c1ccc(N2CCCC2)c(C(=O)Nc2ccccc2Br)c1 | -5% |
| COc1ccc(OC)c(S(=O)(=O)Nc2ccc(-c3ccc4nncn4n3)cc2)c1 | 0% |
| CCOC(=O)[C@@H]1[C@H]2COc3ccc(Br)cc3[C@@H]2N2C(=O)N(c3ccc(Br)cc3)C(=O)[C@@]12C | -8% |
| CC(C)(C)NS(=O)(=O)c1ccc(OCC(=O)NCC2CCCO2)cc1 (stereo not drawn) | ? |

Random excerpt: 2 records from the list, in no set order.
| Compound | L3MBTL1 block |
| --- | --- |
| CCC(C(=O)N1CCN(S(=O)(=O)c2ccc(F)cc2)CC1)c1ccccc1 (stereo not drawn) | -4% |
| COc1ccc(OC)c(S(=O)(=O)Nc2ccc(-c3ccc4nncn4n3)cc2)c1 | 0% |

Additional records follow:
| Compound | L3MBTL1 block |
| --- | --- |
| CCOc1cc(NC(=O)Nc2ccc(F)cc2)c(OCC)cc1NC(=O)CC | 1% |
| CC(=O)Nc1cccc(NC(=O)CSc2nc(=O)n(CCN3CCOCC3)c3c2CCCC3)c1 | -3% |
| CN(C(=O)COC(=O)CNC(=O)c1ccc(C(C)(C)C)cc1)c1c(N)n(Cc2ccccc2)c(=O)[nH]c1=O | -11% |
| Cc1cccc(C)c1NC(=O)CN(C)C(=O)C1CC(=O)N(c2cccc3ccccc23)C1 (stereo not drawn) | 30% |
| Cn1c(=O)c2c(ncn2CC(=O)OCC(=O)Nc2ccc(F)cc2Cl)n(C)c1=O | -9% |
| CS(=O)(=O)N(CC(=O)Nc1ccccc1F)C1CCCCC1 | -5%[2.29 µM] |
| C=CCNC(=O)CN1CCN(C(c2ccccc2)c2ccccc2)CC1 | -6% |
| COc1cc2sc3ccc(-c4ccc(CN5CCOCC5)cc4)cc3c(=O)c2cc1OC | -17% |
| CC(C)[C@H](NC(=O)c1ccccc1F)C(=O)OCCN1C(=O)c2ccccc2C1=O | -2% |
